High-throughput results (PubChem BioAssay)
FUS yeast rescue = rescues growth of FUS-expressing yeast; S. cerevisiae FUS-expressing, growth rescue, OD600, 24 h; Potency, µM (highest dose often 76.6 µM), without a hit: top-dose growth rescue (activation), hits mostly activators; 0.24% of 390,000 active; AID 1347120;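 also: potency is read from the fitted curve at half-maximal effect; plate controls were DMSO vehicle for no effect and reference control for full effect; nearly all actives have a fitted effect of over 55% in size; some results filed as inactive show a strong effect at the top dose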
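Steps: raffinose overnight preculture; dilution to OD 0.005 in 2% galactose minimal medium; compound addition (concentration series); 24hr at 30C, 99% humidity; absorbance read at 600 nm.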
PLK1 PBD block = inhibitors of human PLK1 polo-box domain binding | P53350 | Plk1 PBD binding of FITC phosphopeptide, fluorescence polarization | Potency, µM, without a hit: max response, negative = inhibition, hits mostly inhibitors | 2.8% of 360,000 active | AID 720504; also: potency is read from the fitted curve at half-maximal effect; series mostly up to about 57 µM; % is scaled to controls: 0 for no effect and ±100 for the full control effect; nearly all actives have a fitted effect of over 65% in size
Target sequence (P53350 whole entry, looked up, the tested form may be a part): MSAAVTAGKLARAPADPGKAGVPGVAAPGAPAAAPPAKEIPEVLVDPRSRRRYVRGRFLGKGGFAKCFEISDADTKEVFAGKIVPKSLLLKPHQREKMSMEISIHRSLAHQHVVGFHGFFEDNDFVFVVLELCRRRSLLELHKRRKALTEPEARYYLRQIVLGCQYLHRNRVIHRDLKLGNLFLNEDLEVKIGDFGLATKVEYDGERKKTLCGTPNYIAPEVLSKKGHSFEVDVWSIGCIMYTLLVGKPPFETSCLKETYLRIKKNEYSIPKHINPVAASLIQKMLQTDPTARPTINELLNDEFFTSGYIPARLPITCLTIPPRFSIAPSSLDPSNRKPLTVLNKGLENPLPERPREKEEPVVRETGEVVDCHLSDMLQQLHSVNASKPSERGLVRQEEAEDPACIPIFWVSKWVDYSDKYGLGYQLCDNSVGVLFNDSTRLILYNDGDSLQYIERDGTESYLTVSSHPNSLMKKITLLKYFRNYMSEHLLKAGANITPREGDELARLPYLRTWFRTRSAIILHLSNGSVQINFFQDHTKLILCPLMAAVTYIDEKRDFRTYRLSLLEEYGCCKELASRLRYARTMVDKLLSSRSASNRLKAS
EPAC1 antagonist = EPAC1 (human) antagonism | EPAC1 GEF assay, Rap1b-BODIPY-GDP exchange fluorescence | Potency, µM (series often up to 115 µM), inactives show top-dose activity change, negative = inhibition, actives largely listed as inhibitors | 0.14% of 360,000 active | AID 720709;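 also: potency is read from the fitted curve at half-maximal effect; plate controls were vehicle for no effect and positive control for full effect; nearly all actives have a fitted effect of over 50% in size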
WRN helicase inh = WRN helicase (human) inhibition | Q14191 | WRN helicase unwinding, fluorescent forked duplex, kinetic | Potency, µM (top dose mostly 114 µM), for the others: at the top dose activity change, negative = inhibition, most hits filed as inhibitors | 0.46% of 360,000 active; also: potency is read from the fitted curve at half-maximal effect; % is scaled to controls: 0 for no effect and ±100 for the full control effect; nearly all actives have a fitted effect of over 55% in size
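Primary qHTS, 1536-well format. 20 nM WRN + compound, 15 min RT; start with 100 nM forked fluorophore/quencher duplex, 2 mM ATP (final); kinetic read ex 525/em 598 nm.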
PI5P4K alpha inh = blocks human PI5P4K alpha kinase activity | 1.2% of 330,000 active | P48426 | max response, % | PI5P4Kalpha enzyme, ADP-Glo luminescence, 60 min; active compounds read low | AID 652105; active = max response of -50% or lower; inconclusive = between -30% and -50%; inactive = -30% or higher; also: value at the top dose of about 77 µM; % is scaled to controls: 0 for no effect and ±100 for the full control effect
Target sequence (P48426 whole entry, looked up): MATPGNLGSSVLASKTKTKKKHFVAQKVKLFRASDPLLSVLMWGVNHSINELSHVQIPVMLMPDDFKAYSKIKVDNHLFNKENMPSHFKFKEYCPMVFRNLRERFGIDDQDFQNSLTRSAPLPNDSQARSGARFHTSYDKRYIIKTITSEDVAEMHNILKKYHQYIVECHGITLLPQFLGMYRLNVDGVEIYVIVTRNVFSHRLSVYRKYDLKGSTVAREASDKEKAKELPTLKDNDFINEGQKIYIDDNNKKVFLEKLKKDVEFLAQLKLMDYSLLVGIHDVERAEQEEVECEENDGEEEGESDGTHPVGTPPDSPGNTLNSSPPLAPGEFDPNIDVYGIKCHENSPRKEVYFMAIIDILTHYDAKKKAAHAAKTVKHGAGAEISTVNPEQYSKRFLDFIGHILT
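qHTS, 1536-well: enzyme/substrate mix, compound by pin tool, 5 microM ATP final; RT 60 min; ADP-Glo reagents 1 (45 min) then 2 (30 min); luminescence.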
Abeta rescue = restores growth of yeast expressing A-beta42 peptide; yeast expressing A-beta42, growth rescue, OD600, 48 h; response scale: 0% DMSO, 100% iron-clioquinol control; 0.063% of 410,000 active; AID 1347071; Potency, µM (titrated, usually from 46.1 µM), for the others: at the highest dose growth rescue, most hits filed as activators; also: potency is read from the fitted curve at half-maximal effect; nearly all actives have a fitted effect of over 55% in size
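Growth rescue measured by 600 nm absorbance after 48 h yeast culture at 30 C with compound. Values normalized between DMSO and an equimolar ferric chloride plus clioquinol control.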
IL-2 act = activates IL-2 in a cell-based reporter assay; IL-2 activation reporter assay, cell-based qHTS; stimulated with anti-CD3/CD4/CD28 beads; in transgenic mouse T cells; 0.065% of 360,000 active; AID 652025; activation, % (series mostly up to about 46 µM); in the data active = activation above about 50%; inconclusive = mostly about 30% to 49%; also: 0% is about no effect
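Unstimulated transgenic mouse T cells preincubated 60 min with compound, then stimulated with anti-CD3/anti-CD4-coated beads plus anti-CD28 for 18 h at 37 degrees C. IL-2 response read as EGFP and DsRed fluorescence by plate cytometry.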
EPAC1 ag = agonists of human EPAC1; 0.073% of 360,000 active; Potency, µM (doses to about 154 µM), for inactives: at the top dose activation, usual class: activators; O95398; EPAC1 agonist qHTS, biochemical assay; response scale: 100% = response to 6.5 mM cAMP; AID 720707; also: potency is read from the fitted curve at half-maximal effect; nearly all actives have a fitted effect of over 60% in size
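Normalized to 6.5 mM cAMP, activity reflects EPAC1-catalysed release of BODIPY-GDP from Rap1B, followed kinetically over 30 min at 480 nm excitation, 540 nm emission. Reaction contained 100 nM EPAC1, 250 nM Rap1B-BODIPY-GDP, 50 uM GDP.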
Active calls of the source: *; u = inconclusive; x = not tested or not shown; & = joins results of further samples; [ ] = dose if it differs, or a comment. Unless noted, calls follow the shape of the dose curve; as a rule, active = well fitted curve in the direction sought with a large enough effect; inconclusive = small, poorly fitted or top-dose-only effect, or another doubt; inactive = no such curve, though single readings can be large; an effect the other way counts as inactive or inconclusive. Random draw from the library. Share with any hit: about 4.1%.

Molecule	FUS yeast rescue	PLK1 PBD block	EPAC1 antagonist	WRN helicase inh	PI5P4K alpha inh	Abeta rescue	IL-2 act	EPAC1 ag
C[C@H](CO)N1C[C@H](C)[C@@H](CN(C)Cc2ccc(-c3ccccc3)cc2)Oc2c(NS(=O)(=O)c3ccccc3)cccc2C1=O	22µM*	-26%	-25%	-10%	-3	-2%	-5.1	-1%
CCc1ccc2nc(N(CCCN(C)C)C(=O)c3ccc(S(=O)(=O)N4CCCc5ccccc54)cc3)sc2c1	u	-3%	-15%	-13%	0	15%	-1.4	-2%
O=C(COC(=O)c1ccc(S(=O)(=O)N2CCCCCC2)cc1)Nc1ccccc1C(F)(F)F	-9%	-2%	4%	5%	0	-6%	-1.2	6%
CC(C)=CC(=O)Nc1nnc(-c2ccccc2)s1	-13%	-18%	8%	-2%[57.1 µM]	x	2%	3.1	-1%
O=C(c1ccc(CS(=O)c2cccc(Cl)c2)o1)N1CCCCCC1 (stereo not drawn)	14%	-30%	u	-9%	-8	5%	-2.0	-17%
COc1cccc(CC(=O)Nc2cc(S(=O)(=O)N3CCOCC3)ccc2OC)c1	9%	5%	9%	3%	-4	4%	1.0	-5%
O=C(Nc1ccncc1)C1CCN(S(=O)(=O)c2ccc(Cl)c(C(F)(F)F)c2)CC1	-8%	-1%	-10%	-2%	18	7%	0.2	2%
CN(C)c1ccc(C(CN)c2c[nH]c3ccccc23)cc1 (stereo not drawn)	u	-6%	-16%	2%	-12	-5%	-0.3	-9%
O=C(O)CCC(=O)Nc1ccccc1C(=O)N1CCN(c2ccc(Cl)cc2)CC1	8%	0%	0%	10%	-1	-4%	-0.5	0%
Cc1nc(C)c(NC(=O)OC(C)C)cc1NC(=O)OC(C)C	3%	-15%	6%	0%	-3	-23%	-1.1	-2%
CCOc1cc(/C=N/Nc2cc(C)nc3ccc(C)cc23)ccc1O	12%	-2%	-22%	6%	-4	-1%	-0.3	3%
Cc1nn(Cc2ccccc2)c(Cl)c1C(=O)OCC(=O)NC(=O)NC12CC3CC(CC(C3)C1)C2	26%	1%	u	-3%	22	17%	-1.9	-2%
CCCN(CCC)C(=S)Nc1cc(C(=O)OC)ccc1C(=O)OC	25%	-7%	-6%	-8%	6	0%	-0.8	-7%
COc1ccccc1/C=C1\SC(=S)N(NS(=O)(=O)c2ccccc2)C1=O	-7%	u	56µM*	-13%[57.1 µM]	-30	-5%	-0.7	5%
CC(C)OP(=O)(c1ccc(N(C)C)cc1)C(O)c1ccccc1F (stereo not drawn)	23%	-3%	-3%	7%	x	14%	-0.1	4%
O=C(O)CC(NCc1ccco1)C(=O)OCCc1ccccc1 (stereo not drawn)	0%	-11%	-13%	-8%	4	3%	1.8	11%
O=C(Nc1cc(=O)[nH]c(=O)[nH]1)c1cccc(Br)c1	28%	-10%	-7%	-16%[57.1 µM]	-6	-14%	-2.7	8%
CC(CCc1ccccc1)NC(=O)c1cccc([N+](=O)[O-])c1 (stereo not drawn)	-19%	-10%	-5%	5%	-2	3%	-1.4	4%
C=CCN(CC=C)C(=S)Nc1ccc(OC)c(OC)c1	-11%	-13%	-17%	-4%	-2	-9%	0.8	-4%
Cc1ccc(S(=O)(=O)NCc2ccccn2)cc1C	u	-17%	u	0%	0	-4%	-0.1	-7%
CCOC(=O)C1CCN(C(=O)C(C)c2ccc([N+](=O)[O-])cc2)CC1 (stereo not drawn)	2%	-5%	-3%	-5%	8	-23%	1.3	7%
CCN(CC)c1ccc2cc(C#N)c(=O)oc2c1	-4%	-20%	-22%	-24%	0	-10%	-0.9	-4%
Cc1ccc(-c2nc(S(=O)(=O)c3ccc(C)cc3)c(SCC(=O)NCC3CCCO3)o2)cc1 (stereo not drawn)	-14%	-16%	-14%	-2%	-1	3%	0.8	-3%
COc1ccc(/C=C2/C(=O)N(c3nc4ccccc4s3)N=C2CSc2ccc(Cl)cc2)cc1	40%	8.4µM*	u	-16%	-72*	2%	1.0	-2%
COC(=O)C1=C(CS(=O)(=O)c2ccccc2)NC(=O)NC1c1ccc(OC)c(OC)c1 (stereo not drawn)	-17%	-3%	-21%	0%	4	-5%	-0.6	-2%
Cc1cccn2c(=O)c3cc(S(=O)(=O)c4ccccc4)c(=N)n(CC4CCCO4)c3nc12 (stereo not drawn)	-14%	-5%	2%	5%	-6	-23%	-2.8	-1%
CCC(=O)OCC(=O)Nc1ccc([N+](=O)[O-])cc1OC	-2%	-16%	2%	5%	-6	2%	0.0	6%
Cc1ccc(C(O)Cn2cc([N+](=O)[O-])nc2C)cc1 (stereo not drawn)	3%	-8%	2%	4%	-4	5%	-2.3	-8%
CC1(C)CN(c2ccsc2C(=O)O)C1=O	2%	-5%	3%	8%	-4	-18%	1.1	2%
Cc1cc(Nc2ccc(Cl)cc2)n2nnnc2n1	x	-5%	3%	-35%	2	-1%	0.0	9%
COCc1ccc(CN2CCCC(CO)(Cc3cccc(Cl)c3)C2)o1 (stereo not drawn)	14%	-5%	-4%	-8%	4	7%	-1.0	-3%
CCCCOc1ccc(C(=O)N/C(=C/C=C/c2ccccc2)C(=O)N2CCOCC2)cc1	u	-19%	u	-11%	-2	12%	-1.3	4%
S=C1NCCN1CC1CCN(CC2CCCC2)CC1	-19%	-13%	-9%	-3%	-11	-7%	-0.7	-21%
CCn1c(=O)cc(OCC(=O)NC2CCCCC2)c2ccccc21	13%	-1%	-18%	-2%	x	0%	-0.7	1%
CCN(CC)S(=O)(=O)c1ccc(=O)n(CC(=O)N2CCCc3cc(C)ccc32)c1	13%	-13%	-5%	-12%	7	-4%	-0.2	-11%
Cc1c(C(=O)N2CCOCC2)sc(NC(=O)Cc2ccccc2)c1C#N	0%	-5%	2%	8%	-6	27%	-0.3	6%
Cc1ccc(CCNC(=O)C2CCCN(c3nc4ccccc4o3)C2)cc1 (stereo not drawn)	45%	-9%	3%	3%	x	-19%	-1.8	7%
C=CCNC(=O)CCc1nnc(C2(c3ccc(Cl)cc3)CCC2)o1	-6%	-11%	-3%	9%	0	-19%	-0.3	3%
COc1ccc(NC(=O)C2=CC(c3ccco3)=NS(=O)(=O)N2C)cc1OC	-8%&-1%	-6%	-4%	-1%	5	6%&4%	-3.0	3%
N#Cc1cc(-c2ccccc2)nnc1Oc1ccccc1	-5%	-12%	-12%	-31%	-13	-4%[9.22 µM]	-3.1	-1%
Cc1cc(NC(=O)CSc2nc(-c3ccco3)cc(C(F)(F)F)n2)n(-c2ccccc2)n1	-3%	-8%	6%	-5%	-3	20%	-0.6	-1%
CCCCCC(O)c1cccc(OCc2ccc3ccccc3n2)c1 (stereo not drawn)	23%	-6%	-18%	-7%	18	-15%	-0.7	-10%
FC(F)(F)c1cnc(Oc2ccccc2-c2nnc(-c3ccc(Cl)cc3)o2)c(Cl)c1	-17%	0%	-11%	-9%	11	17%	-0.7	2%
O=C(CSc1nc2ccccc2[nH]1)Nc1ccc(F)c(F)c1	-19%	-3%	3%	-5%	x	12%	0.5	6%
CC1CCN(C(=O)CSc2nnc(Cc3cccn3C)n2CCc2ccccc2)CC1	u	-12%	5%	-5%	0	-4%	-4.4	4%
Cc1cc(NC2CCCC2)n2nc(C)c(-c3ccccc3)c2n1	14%	-18%	-1%	-2%	6	-5%	-0.3	17%
C[C@@H](C(=O)NCc1ccc(S(C)(=O)=O)cc1)[C@H]1C[C@]1(C)[C@H](NC(=O)OCc1ccccc1)c1ccccc1	40%	-12%	-29%	-1%	-10	1%	-0.6	-1%
COc1ccc2[nH]c(=O)c(CNC3CCCCC3)cc2c1	16%	-6%	0%	-7%	7	-10%	0.3	-2%
Cc1[nH][nH]c(=O)c1C(c1ccc(-c2ccc(Cl)c(C(=O)O)c2)o1)c1c(C)[nH][nH]c1=O	24%	u	u	u	-22	-16%	0.3	10%
Cc1cc2ncn(S(=O)(=O)N3CCCCC3)c2cc1C	-6%	-10%	-3%	-5%[57.1 µM]	x	-2%	-1.0	9%
CCOc1ccc(NC(=O)CN2CCN(c3ccccc3C)CC2)cc1S(=O)(=O)N1CCCC1	x	0%	1%	u	0	-6%	-4.6	-11%
Cc1ccc(C)c(NS(=O)(=O)c2ccc3[nH]c(=O)oc3c2)c1	-6%	-14%	-1%	-20%	u	4%	-0.5	9%
CC(=O)NC(CC(=O)Nc1ccc(S(=O)(=O)N2CCCC2)cc1)c1ccccc1 (stereo not drawn)	5%	-16%	-1%	5%	2	-9%	1.7	-2%
CC(C)CNC1=C(C(=S)Nc2ccccc2)C(=O)CC(C)(C)C1	x	-6%	-12%	-16%	-7	3%	-0.2	14%
COc1ccc(N2CCN(C(=O)c3ccc4[nH]c(C)c(C)c4c3)CC2)cc1	26%	7%	-19%	-5%	5	-19%	0.2	10%
COc1cc(NC(=O)CCCNC(=O)c2ccc(Cl)cc2)cc(OC)c1OC	-29%	-5%	9%	-7%	3	1%	-0.4	7%

Quoted at random: 2 records from the list
Molecule	FUS yeast rescue	PLK1 PBD block	EPAC1 antagonist	WRN helicase inh	PI5P4K alpha inh	Abeta rescue	IL-2 act	EPAC1 ag
CC(C)OP(=O)(c1ccc(N(C)C)cc1)C(O)c1ccccc1F (stereo not drawn)	23%	-3%	-3%	7%	x	14%	-0.1	4%
Cc1cc(Nc2ccc(Cl)cc2)n2nnnc2n1	x	-5%	3%	-35%	2	-1%	0.0	9%
